Screening results as filed in PubChem.
CF NFkB inh: inhibitors of PAF-induced NF-kB signaling, primary screen, cell-based, GFP fluorescence, uHTS | KKLEB NF-kB-GFP reporter, GFP fluorescence overnight | inhibition, % at 5 µM | hit rate 0.86% among 360,000;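 active = at least 50% inhibition at 5 µM, scaled per plate between neutral and stimulator controls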;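 note: PAF is a Pseudomonas aeruginosa culture filtrate used as stimulus; plate controls were PAF-stimulated DMSO wells for no effect and unstimulated DMSO wells for full effect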
NR5A2 inv ag: LRH-1 (NR5A2) inverse agonists, primary screen, cell-based, luminescence, HEK293T, StAR-luciferase reporter. Nuclear receptor subfamily 5 group A member 2 (Homo sapiens), O00482. LRH-1 transfected, 24 h. inhibition, % at 3.6 µM. hit rate 0.13% among 360,000. AID 602396, 2012;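 active = inhibition above the mean inhibition of all tested compounds plus 3 SD, cut at about 73% in these data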;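 note: 0% = DMSO wells and 100% = reporter-only cells lacking LRH-1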
Target sequence (O00482 whole entry, looked up): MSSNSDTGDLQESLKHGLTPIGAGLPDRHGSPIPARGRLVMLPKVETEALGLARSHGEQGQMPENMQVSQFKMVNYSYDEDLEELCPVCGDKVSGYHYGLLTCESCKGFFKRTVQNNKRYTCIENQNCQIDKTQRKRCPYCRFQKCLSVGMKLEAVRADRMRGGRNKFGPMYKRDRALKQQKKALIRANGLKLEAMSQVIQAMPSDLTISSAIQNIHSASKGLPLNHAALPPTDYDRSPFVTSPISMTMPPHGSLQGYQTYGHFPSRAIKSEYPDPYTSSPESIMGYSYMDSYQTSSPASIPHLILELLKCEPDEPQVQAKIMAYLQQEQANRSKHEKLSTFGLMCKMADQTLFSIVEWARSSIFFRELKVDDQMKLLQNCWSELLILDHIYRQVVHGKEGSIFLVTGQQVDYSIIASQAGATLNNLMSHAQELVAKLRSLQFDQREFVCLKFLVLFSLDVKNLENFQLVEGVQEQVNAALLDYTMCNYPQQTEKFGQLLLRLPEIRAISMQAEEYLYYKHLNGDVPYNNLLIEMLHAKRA
SRC3 inh: SRC3 coactivator transcriptional activity inhibitors, primary screen, cell-based, luminescence. hit rate 0.17% among 360,000. HEK293 GAL4-SRC3 luciferase reporter. inhibition, % at 3.6 µM. Nuclear receptor coactivator 3 (Homo sapiens), Q9Y6Q9;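 active = inhibition above a per-campaign cutoff, the mean of all compounds plus 3 SD, cut at about 60% in these data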;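 note: 0% = DMSO-treated cells and 100% = gossypol-treated cells at 36 µM; higher means less SRC3-driven luciferase light from the GAL4 reporter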
Shn3 inh set2: reduction of Shn3 3'UTR firefly luciferase signal, primary screen, Schnurri-3 inhibitor project, cell-based, Clone20 osteoblasts, set 2; hit rate 0.52% among 360,000; inhibition, % at 12.5 µM; AID 588674, 2011; Clone20 osteoblast Shn3 3'UTR firefly luciferase, 24 h;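 active = mean inhibition of at least 75% with every replicate also reaching 75%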;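 note: 0% = median of neutral control wells and 100% = pilot-screen positive control compound; some compounds past the cut are filed as inactive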
SRC1 inh: SRC1 coactivator transcriptional activity inhibitors, primary screen, cell-based, luminescence. Nuclear receptor coactivator 1 (Homo sapiens), Q15788. HEK293 GAL4-SRC1 luciferase reporter. inhibition, % at 3.6 µM. hit rate 0.12% among 360,000. AID 588354, 2011;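 active = inhibition above the campaign mean plus 3 SD, with each screening campaign given its own cutoff, cut at about 60% in these data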;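 note: 0% = DMSO treated cells and 100% = gossypol at 36 µM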
COUP-TFII inh: NR2F2 transcriptional activity inhibitors, primary screen, cell-based, luciferase reporter, HEK293T, luminescence; COUP transcription factor 2 (Homo sapiens), P24468; HEK293T NGFI-A luciferase reporter; inhibition, % at 8.6 µM; hit rate 0.7% among 370,000; AID 686940, 2013;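 active = inhibition above a per-plate cutoff, mean inhibition of test wells between control levels plus 3 SD, cut at about 38% in these data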;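 note: cells cotransfected with COUP-TFII expression vector driving the NGFI-A reporter; 0% = median of COUP-TF2 test wells and 100% = reporter-only cells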
Target sequence (P24468 whole entry, looked up): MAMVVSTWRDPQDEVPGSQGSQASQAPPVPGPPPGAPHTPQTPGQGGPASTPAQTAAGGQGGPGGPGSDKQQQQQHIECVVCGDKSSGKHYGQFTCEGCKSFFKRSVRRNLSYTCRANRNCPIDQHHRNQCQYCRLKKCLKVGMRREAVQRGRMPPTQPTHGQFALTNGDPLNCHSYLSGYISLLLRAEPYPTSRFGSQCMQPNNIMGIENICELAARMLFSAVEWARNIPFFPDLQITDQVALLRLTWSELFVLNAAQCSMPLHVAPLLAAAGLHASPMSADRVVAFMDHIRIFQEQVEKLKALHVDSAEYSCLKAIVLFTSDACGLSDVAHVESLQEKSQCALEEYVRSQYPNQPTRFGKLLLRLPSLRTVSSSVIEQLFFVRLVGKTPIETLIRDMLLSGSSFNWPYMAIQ
TROY NFkB inh: inhibitors of TROY-driven NF-kB signaling, primary screen, Q293 LMP1-TROYcd cells, NF-kB luciferase, uHTS; Q293 LMP1-TROYcd NF-kB luciferase reporter, 4 h; inhibition, % at 10 µM; hit rate 0.98% among 360,000;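 active = compounds whose plate-normalised and pattern-corrected inhibition of the luciferase reporter signal at the single screening dose is 50% or more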
LMP1 NFkB inh: EBV LMP1-driven NF-kappaB luciferase reporter inhibitors, primary screen, cell-based, luminescence, single point; LMP1-induced NF-kappaB luciferase reporter cells; inhibition, % at 12.5 µM; hit rate 0.69% among 350,000; in the data active = inhibition above about 41%;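 note: 0% = neutral control wells and 100% = reference inhibitor control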
TRAIL sens C8: viability loss with TRAIL in NB7+C8 cells, primary screen, TRAIL sensitizer project, cell-based, ATPlite luminescence; hit rate 1% among 360,000; inhibition (viability loss, TRAIL sensitization), % at 10 µM;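 active = compounds causing at least 50% loss of cell viability in the single-dose screen, relative to plate controls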
KKLEB tox: cytotoxicity in KKLEB CF airway cells, primary screen, cytotoxicity control for CF NF-kB inhibitor project, cell-based, uHTS, fluorescence assay plates; KKLEB CF airway cells viability, ATPlite luminescence, overnight; hits give low values; cells stimulated with P. aeruginosa culture filtrate; hit rate 0.36% among 360,000; activity change (cytotoxicity), % at 5 µM;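 active = corrected activity change at or below -50% at 5 µM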
TWEAK-Fn14 inh: inhibitors of TWEAK-Fn14 signaling, primary screen, luciferase reporter cells, uHTS | inhibition, % at 10 µM | TWEAK-stimulated Fn14 reporter cells, luciferase luminescence, 8 h | hit rate 2% among 360,000 | AID 1159606, 2016; in the data active = inhibition above about 50%
Active calls of the source: *; . = not tested or not shown.

compound	CF NFkB inh	NR5A2 inv ag	SRC3 inh	Shn3 inh set2	SRC1 inh	COUP-TFII inh	TROY NFkB inh	LMP1 NFkB inh	TRAIL sens C8	KKLEB tox	TWEAK-Fn14 inh
COc1ccc(C(=O)N2CCOC2CNC(=O)C(=O)NCc2ccccc2Cl)cc1 (stereo unspecified)	7	-4	-8	-4	-11	1	-28	-8	1	-13	8
Cc1ccc(C(=O)Nc2ccc3c(c2)CCC3)o1	0	-162	-68	-84	-95	-58	-56	-8	33	11	1
COc1ccc(N/C(N)=N/c2nc(CSc3ccc(Cl)cc3)cc(=O)[nH]2)cc1	3	18	4	36	9	0	0	-3	-32	-15	-22
NS(=O)(=O)c1cccc(NC(=O)c2ccc(NS(=O)(=O)c3cccc([N+](=O)[O-])c3)cc2)c1	-22	11	-15	-8	-3	4	-11	4	8	6	-1
Cc1ccc(C)c2nc(N3CCCC3)c(C#N)cc12	-2	13	8	-3	15	21	-3	0	-3	-9	-9
Cc1cc(NC(=O)CSCC(=O)N(C)Cc2ccc(F)cc2)no1	-3	-5	6	-3	9	2	5	-5	2	18	-10
CCN1C(=O)C2(C(C#N)=C(N)Oc3n[nH]c(-c4ccc(Cl)cc4)c32)c2ccccc21 (stereo unspecified)	-15	21	12	19	9	8	-7	1	-14	14	14
CCOC(=O)C1CCN(c2c(NCc3ccc(C(=O)NC(C)CC)cc3)c(=O)c2=O)CC1 (stereo unspecified)	-6	13	5	0	0	6	1	-7	-9	1	-10
Cc1cc(NC(=O)CCC(=O)N(Cc2ccco2)C(C(=O)NC2CCCC2)c2ccc(F)cc2)no1 (stereo unspecified)	-1	9	0	11	9	-8	9	-1	7	9	5
N=C1C(=O)OCC1c1ccccc1NC(=O)CN1CCOCC1 (stereo unspecified)	2	14	20	-15	19	3	-4	2	-19	0	11
CC(C(=O)NCCSCc1cccc(Cl)c1)N(c1ccccc1)S(C)(=O)=O (stereo unspecified)	1	-17	-1	-2	10	12	7	1	-3	-4	22
CC(C)(O[C@@H]1O[C@H](CO)[C@@H](O)[C@H](O)[C@H]1O)[C@H]1Cc2cc3ccc(=O)oc3cc2O1	-2	-6	10	0	-2	2	-6	4	-19	-4	6
Cc1nn(C)c(C(=O)Nc2c(C)nn(Cc3c(F)c(F)c(F)c(F)c3F)c2C)c1Br	-20	-19	1	34	-3	-19	-19	-2	-7	-16	32
COc1ccc(OC)c(/C=N/NC(=O)CNC(=O)c2ccc(S(=O)(=O)N3CCCC3)cc2)c1	17	-2	3	1	-8	-4	3	-7	-5	9	-3
Cc1nnc(N(Cc2ccco2)C(=O)c2ccc(C#N)cc2)s1	-21	9	-15	-68	7	-8	-2	-1	-12	16	-12
COc1ccc(NS(=O)(=O)c2ccc(C)c(NC(=O)CNC(=O)c3ccco3)c2)cc1	4	4	26	1	-1	-7	-7	1	9	-7	6
Cc1ccc(N2CC(C(=O)Nc3ccc(S(=O)(=O)N4CCOCC4)cc3)CC2=O)cc1 (stereo unspecified)	-13	7	2	-31	-7	7	-8	5	2	4	9
CCC1CCC(C(=O)NC(C(=O)NCCc2ccc(S(N)(=O)=O)cc2)C(C)C)CC1 (stereo unspecified)	-14	-16	-4	-23	1	10	-1	-6	-12	5	13
O/N=C/c1nc2cc(Cl)ccc2o1	4	3	25	14	-10	-16	-14	7	19	-12	-7
O=C(Cn1nc(C(F)(F)F)c2c1CCC2)NCc1ccc(Cl)cc1	-3	9	-11	0	-2	4	13	-5	3	-2	-11

Profiles, quoted from the list. Order of values: CF NFkB inh	NR5A2 inv ag	SRC3 inh	Shn3 inh set2	SRC1 inh	COUP-TFII inh	TROY NFkB inh	LMP1 NFkB inh	TRAIL sens C8	KKLEB tox	TWEAK-Fn14 inh
COc1ccc(NS(=O)(=O)c2ccc(C)c(NC(=O)CNC(=O)c3ccco3)c2)cc1 in the list: 4	4	26	1	-1	-7	-7	1	9	-7	6
COc1ccc(OC)c(/C=N/NC(=O)CNC(=O)c2ccc(S(=O)(=O)N3CCCC3)cc2)c1 in the list: 17	-2	3	1	-8	-4	3	-7	-5	9	-3
Cc1cc(NC(=O)CCC(=O)N(Cc2ccco2)C(C(=O)NC2CCCC2)c2ccc(F)cc2)no1 (stereo unspecified) in the list: -1	9	0	11	9	-8	9	-1	7	9	5
Cc1cc(NC(=O)CSCC(=O)N(C)Cc2ccc(F)cc2)no1 in the list: -3	-5	6	-3	9	2	5	-5	2	18	-10
Cc1nn(C)c(C(=O)Nc2c(C)nn(Cc3c(F)c(F)c(F)c(F)c3F)c2C)c1Br in the list: -20	-19	1	34	-3	-19	-19	-2	-7	-16	32

More compounds
compound	CF NFkB inh	NR5A2 inv ag	SRC3 inh	Shn3 inh set2	SRC1 inh	COUP-TFII inh	TROY NFkB inh	LMP1 NFkB inh	TRAIL sens C8	KKLEB tox	TWEAK-Fn14 inh
Cc1cc(S(=O)(=O)N(Cc2ccccn2)Cc2ccco2)ccc1-n1cnnn1	15	39	0	-15	-16	7	3	-1	-3	2	-6
CC1CCCCN1C(=S)Nc1ccc(OC(F)F)cc1 (stereo unspecified)	-12	2	-2	10	-14	-2	-7	-16	-8	4	-19
CC(C)(C)n1nc2c(c1NC(=O)COc1ccc(Cl)cc1)CSC2	6	21	-1	-15	-6	.	10	-1	-10	13	6
CC(C)(c1cc(Br)c(O)c(Br)c1)c1cc(Br)c(O)c(Br)c1	10	-4	19	3	6	3	48	-2	-20	-7	-14
CCOc1ccc(CCN2C(=O)C(=O)N([C@@H](Cc3ccccc3)CN3CCC[C@H]3CN3C(=O)C(=O)NC[C@@H]3Cc3ccccc3)C[C@@H]2Cc2ccc(O)cc2)cc1	.	9	.	.	.	-3	9	.	4	.	18
Cc1cc2cc(C(c3nnnn3Cc3ccccc3)N3CCc4ccccc43)c(=O)[nH]c2cc1C (stereo unspecified)	1	7	-6	9	-6	1	6	-1	-7	-7	16
CC/C(=N\NC(N)=O)c1ccc(OC)c(OC)c1	22	-1	5	.	-12	19	-27	.	0	-13	-21
COc1ccc(CCNC(=O)c2ccccc2NC(=O)C2=C(C)OCCS2)c(OC)c1	6	4	13	20	6	5	-8	0	5	-8	-2
COc1cc(/C=C/C(=O)OCC(=O)N2CC(C)OC(C)C2)ccc1OCC#N (stereo unspecified)	-36	0	-1	-6	13	-16	-11	1	-4	11	-1
Cc1cccc(N2CCN(C(=O)c3ccc4c(c3)NC(=O)C(CSCc3cccc(F)c3)N4)CC2C)c1 (stereo unspecified)	-27	3	5	7	9	1	14	6	-1	-7	0
COc1ccccc1/C=C/C=N/n1c(-c2cc(C)[nH]n2)n[nH]c1=S	4	3	15	7	11	8	14	-3	24	-1	13
CN(NC(=O)Nc1ccc(Cl)cc1)c1ncc(C(F)(F)F)cc1Cl	7	-6	-5	-2	0	-3	1	2	1	-4	-17
O=C(/C=C/c1ccc(F)cc1)NC(=S)Nc1ccccc1	-1	-17	5	3	-6	-3	-29	.	-18	10	-39
N#Cc1ccccc1OCC(=O)N(Cc1nnc(-c2ccccc2Cl)o1)C1CC1	14	0	-17	-7	-11	17	-21	1	17	3	-19
COc1cc(/C=N/Nc2ccc([N+](=O)[O-])cn2)cc(OC)c1O	-4	33	0	12	-14	-7	-13	6	-1	-6	13
COc1ccc(CNC(=O)c2ccccc2SCC(=O)NCc2ccco2)cc1	10	-13	6	-5	-29	-8	0	-4	2	-5	12
Cc1ccc(C2CC(=O)NC(SCC(=O)OCc3ccccc3)=C2C#N)o1 (stereo unspecified)	-9	0	-10	6	1	-4	7	10	19	0	29
COc1ccc(CN(C)C(=O)c2ccc(NS(=O)(=O)c3ccc(F)cc3)cc2)c(OC)c1	-4	6	-13	0	-1	5	-8	7	-13	-1	-25
COc1ccc(-n2c(-c3ccccc3)nc(=S)c3c2CCCC3)cc1	-3	-15	31	-8	-7	12	-19	5	4	2	-3
CCc1cccc(Nc2c([N+](=O)[O-])cc(C(=O)N3CC(=O)Nc4ccccc43)cc2[N+](=O)[O-])c1	2	-15	6	12	1	-2	1	-7	-5	4	-8
CCc1[nH]c(C)c(C(C)=O)c1C	3	-3	-1	17	-1	6	9	-1	-17	2	4

Two of these compounds in a different format:
Below each SMILES: CF NFkB inh	NR5A2 inv ag	SRC3 inh	Shn3 inh set2	SRC1 inh	COUP-TFII inh	TROY NFkB inh	LMP1 NFkB inh	TRAIL sens C8	KKLEB tox	TWEAK-Fn14 inh
N#Cc1ccccc1OCC(=O)N(Cc1nnc(-c2ccccc2Cl)o1)C1CC1
→ 14	0	-17	-7	-11	17	-21	1	17	3	-19
COc1cc(/C=N/Nc2ccc([N+](=O)[O-])cn2)cc(OC)c1O
→ -4	33	0	12	-14	-7	-13	6	-1	-6	13

Only part of the results is shown (hit frequency here may not be typical).
